# Source: PubChem BioAssay (Center for Chemical Genomics, University of Michigan)
# Dicer processing: inhibitors of Dicer pre-microRNA processing, primary screen, biochemical, cat-ELCCA, chemiluminescence; Endoribonuclease Dicer (Homo sapiens), Q9UPY3; cat-ELCCA pre-miR-21 Dicer processing; stronger effect = higher value; z-score at 25 µM; actives 6% (n = 47,000); in the data active means z-score above about 3, passing the limit was not always enough;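 further: plate controls were vehicle for no effect and no enzyme for full effect; higher signal means more uncleaved substrate so more Dicer inhibition; strong numbers were not always called active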
# Target sequence (Q9UPY3 whole entry, looked up): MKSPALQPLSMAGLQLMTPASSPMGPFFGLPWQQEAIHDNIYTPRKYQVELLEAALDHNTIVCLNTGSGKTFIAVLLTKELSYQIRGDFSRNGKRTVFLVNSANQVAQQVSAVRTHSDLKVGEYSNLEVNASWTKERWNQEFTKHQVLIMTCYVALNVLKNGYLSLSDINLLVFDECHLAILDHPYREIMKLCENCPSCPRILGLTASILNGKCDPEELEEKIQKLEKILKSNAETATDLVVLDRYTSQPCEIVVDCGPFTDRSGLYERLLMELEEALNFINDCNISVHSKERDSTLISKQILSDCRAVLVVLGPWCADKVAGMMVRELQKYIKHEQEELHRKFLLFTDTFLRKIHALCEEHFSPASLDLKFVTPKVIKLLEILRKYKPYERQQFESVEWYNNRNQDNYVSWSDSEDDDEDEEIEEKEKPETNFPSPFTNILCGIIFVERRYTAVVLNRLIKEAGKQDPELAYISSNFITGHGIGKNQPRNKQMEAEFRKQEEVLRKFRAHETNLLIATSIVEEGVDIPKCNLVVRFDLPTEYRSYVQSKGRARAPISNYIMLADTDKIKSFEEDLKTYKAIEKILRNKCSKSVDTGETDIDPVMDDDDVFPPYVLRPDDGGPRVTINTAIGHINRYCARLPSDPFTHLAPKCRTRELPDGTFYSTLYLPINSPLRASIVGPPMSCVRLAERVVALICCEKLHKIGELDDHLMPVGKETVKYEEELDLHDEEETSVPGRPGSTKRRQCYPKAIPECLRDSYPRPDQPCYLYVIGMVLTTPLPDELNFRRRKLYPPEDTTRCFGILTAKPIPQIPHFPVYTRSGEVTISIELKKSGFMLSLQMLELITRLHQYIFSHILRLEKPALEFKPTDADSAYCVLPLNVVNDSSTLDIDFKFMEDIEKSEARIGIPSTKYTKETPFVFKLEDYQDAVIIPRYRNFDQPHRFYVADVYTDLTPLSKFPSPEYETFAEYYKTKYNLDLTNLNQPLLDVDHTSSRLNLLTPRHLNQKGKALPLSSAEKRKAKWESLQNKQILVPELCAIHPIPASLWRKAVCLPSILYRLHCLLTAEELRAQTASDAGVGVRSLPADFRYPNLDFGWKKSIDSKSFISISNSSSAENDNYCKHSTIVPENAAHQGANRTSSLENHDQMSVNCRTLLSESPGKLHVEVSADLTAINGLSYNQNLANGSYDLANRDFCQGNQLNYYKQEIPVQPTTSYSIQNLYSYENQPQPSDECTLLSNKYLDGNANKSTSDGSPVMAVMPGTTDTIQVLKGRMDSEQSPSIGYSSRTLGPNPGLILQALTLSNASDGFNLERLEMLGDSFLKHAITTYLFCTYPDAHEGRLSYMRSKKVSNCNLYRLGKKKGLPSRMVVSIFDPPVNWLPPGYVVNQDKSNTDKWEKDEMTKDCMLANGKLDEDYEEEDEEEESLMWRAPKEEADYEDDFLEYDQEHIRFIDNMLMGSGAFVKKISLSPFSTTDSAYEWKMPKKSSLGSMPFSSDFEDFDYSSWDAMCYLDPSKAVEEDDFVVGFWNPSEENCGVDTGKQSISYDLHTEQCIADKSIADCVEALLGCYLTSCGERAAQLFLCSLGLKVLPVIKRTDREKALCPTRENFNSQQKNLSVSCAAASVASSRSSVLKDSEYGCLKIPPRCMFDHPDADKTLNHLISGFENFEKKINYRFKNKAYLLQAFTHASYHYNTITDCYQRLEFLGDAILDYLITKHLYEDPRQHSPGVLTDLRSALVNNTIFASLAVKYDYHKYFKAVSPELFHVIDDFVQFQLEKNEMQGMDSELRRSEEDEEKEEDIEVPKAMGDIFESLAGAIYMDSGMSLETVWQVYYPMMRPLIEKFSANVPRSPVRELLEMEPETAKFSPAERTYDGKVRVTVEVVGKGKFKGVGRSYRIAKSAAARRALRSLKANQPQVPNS
# An asterisk follows results filed as active; & = joins results of further samples.
SMILES,Dicer processing
CC(C)(C(=O)O)c1ccc(C(O)CCCN2CCC(C(O)(c3ccccc3)c3ccccc3)CC2)cc1 (stereo not given),2.4&0.32
Cc1ccc(C(=O)Nc2cnc3sc(C(C)C)nn3c2=O)cc1,-0.49
COc1ccc(-n2cnc3cc(NCc4ccco4)ccc32)cc1,6.4*
CCCOC(=O)C(CC)Oc1ccc2c(=O)c(Oc3ccc(OC)cc3)coc2c1 (stereo not given),-0.43
CC1(C)Cc2c(sc3[nH]c(=O)n(CC(=O)O)c(=O)c23)CO1,3.9*
O=C(c1ccco1)N1CCN(Cc2ccc3c(c2)OCO3)CC1,6.2*
CN(C)S(=O)(=O)N1CCc2ccccc2C1,4.9*
COc1ccc(C2C(C#N)=C(C)NC3=C2C(=O)CC(c2ccc(Cl)cc2)C3)cc1 (stereo not given),0.16
CCOC(=O)c1c(NC(=S)N2CCCCC2)sc2c1CCN(C(=O)OCC)C2,-2
Nc1cccc(-c2nc3ccccc3o2)c1,0.17
O=S(=O)(Oc1cc(Cl)cc(Cl)c1)c1ccc(Cl)c(Cl)c1,0.42
Cc1ccnc(N=C2c3ccccc3CN2c2cc(C)ccn2)c1,-0.2
Cc1ccc(C2=CC(c3ccccc3)n3ncnc3N2)cc1 (stereo not given),1
Cc1cc(Cl)cc2c1C(=O)/C(=C\c1cccnc1)S2,-0.04
CCCN1C(=O)C2(/C(=C(/O)c3ccccc3)C(=O)C(=O)N2CCCOC)c2ccccc21 (stereo not given),5*
O=c1c2ccccc2nc2n1CCS2(=O)=O,0.4
O=C(Nc1c[nH]c(=O)[nH]c1=O)c1cccc(Br)c1,0.09
CSc1nnc(SC)n1/N=C(/N)c1cccc(C(F)(F)F)c1,0.97
S=C(NC(Cc1ccccc1)c1ccccc1)NC1CC2C=CC1C2 (stereo not given),-0.08
Clc1ccc(-c2noc(C3CCNCC3)n2)cc1,0.67
CC1(C)CC(=O)C2=C(C1)OC(c1cccs1)C(C#N)=C2N (stereo not given),1.1
CCOC(=O)CSc1nc(N2CCCCC2)c2c(c1C#N)CCCC2,0.32
Nc1ccc(-c2cc(C(=O)O)c3ccccc3n2)cc1,-1.1
CCOC(=O)c1cnn(-c2nc(C)nc3c2cnn3-c2ccccc2)c1N,2.5
O=C1CC2(CCCC2)C(=O)N1c1ccc(S(=O)(=O)N2CCSCC2)cc1Cl,-1
Cc1cc(C)c2c(=O)n(-c3ccccc3)[nH]c2n1,-1.5
Cc1c(C)c(C)c(CSC2=NCCC2)c(C)c1C,-0.75
O=C(Nc1ccc(-n2nc(C(F)(F)F)cc2-c2cccs2)cc1)c1ccc(-c2ccccn2)s1,0.6
Cc1csc(NC(=O)C(F)(F)F)c1C#N,-1.6
Cc1ccc(-n2c(=O)[nH]c3c(cnn3-c3ccccc3)c2=O)cc1,27
COc1ccc(Sc2ccc(C)cc2)c([N+](=O)[O-])c1,0.77
CCCN1C(=O)C(O)(CC(=O)c2ccc(C(C)(C)C)cc2)c2ccccc21 (stereo not given),-0.52
Cc1ccc(C(=O)Oc2cccc3[nH]ccc23)cc1,-1
CCN1C(=O)NC(c2ccccc2)C1=O (stereo not given),-0.43
O=C1CSC(=S)N1/N=C/c1cccnc1,-0.56
CSC1=NC(N)=C(C#N)C2(CCCCC2)C1C(N)=O (stereo not given),0.53
O=c1oc(-c2ccccc2)nc2sc3c(c12)CCCCC3,3.1*
CCOC(=O)c1ccc(NC(=S)NC(C)(C)CO)cc1,-1.5
COC(=O)CNC(=O)C1CCC(c2ccc(Cl)cc2)CC1 (stereo not given),-0.31
COc1cc(/C=C2\CCc3cc(OC)ccc3C2=O)cc(OC)c1,-6.8
CCCCc1cc2ccccc2c(OCCN(C)C)n1,0.19
Cn1ccnc1SCC(=O)Nc1ccc2c(c1)OCCO2,-1.3
Cc1ccc(C(=O)N2CCN(c3ncnc4cc(-c5ccc(C(C)(C)C)cc5)sc34)CC2)cc1,0
CCOc1ccc(C2CC(c3cccc(OC)c3)n3nc(N)nc3N2)cc1 (stereo not given),0.55
FC(F)(F)c1cccc(NC(=S)Nc2cccc(C(F)(F)F)c2)c1,0.22
CCCCCOC(=O)C1=C(C)NC2=C(C(=O)CCC2)C1c1cccc(Br)c1 (stereo not given),-0.42
O=C(Nc1ccccc1)Nc1ccc2ncccc2c1,-0.97
COC(=O)c1c(C)nc(C)c(C(=O)OC)c1-c1csc(S(=O)(=O)N2CCCC2)c1,0.16
CSc1ccccc1NC(=O)c1cnn2c(C(F)(F)F)cc(-c3ccco3)nc12,1.8
COc1ccc(N2C(=O)CC(Sc3nc4c(cc3C#N)CCCC4)C2=O)cc1 (stereo not given),2.3

# Overlap with the part before: 4 compounds; new compounds follow.
SMILES,Dicer processing
O=C(Nc1ccccc1)Nc1ccc2ncccc2c1,-0.97
COC(=O)c1c(C)nc(C)c(C(=O)OC)c1-c1csc(S(=O)(=O)N2CCCC2)c1,0.16
CSc1ccccc1NC(=O)c1cnn2c(C(F)(F)F)cc(-c3ccco3)nc12,1.8
COc1ccc(N2C(=O)CC(Sc3nc4c(cc3C#N)CCCC4)C2=O)cc1 (stereo not given),2.3
CCOC(=O)c1c(NC(=S)N2CCOCC2)sc2c1CCN(C(=O)OCC)C2,-1.8
Cn1c(-c2ccc(F)cc2)cnc1NCc1c(F)cccc1Cl,1.3
O=C(CC(=O)c1ccccc1O)c1ccco1,-1.7
CCCCc1c(O)nc(SC)[nH]c1=O,-0.23
CSc1nc(N)nc(-c2ccc(C(F)(F)F)cc2)n1,1.6
O=C1c2ccccc2CCC1Sc1nnc(-c2ccccc2)o1 (stereo not given),-2.4
O=C(Nc1cnn(Cc2ccccc2)c1)c1nc2ncccn2n1,-0.27
O=C(c1ccncc1)N(c1ccc2oc(=O)sc2c1)S(=O)(=O)c1ccc(F)cc1,3.2*
C/C(=N\N=C(/C)c1ccc(C)cc1C)c1ccc(C)cc1C,-1.5
COc1ccc2c3c1O[C@H]1C[C@@H](O)C=C[C@@]31CCN(C)C2,0.16
CC1=C(C)CC2C(=O)N(c3ccc(Oc4ccc(Cl)cc4)cc3)C(=O)C2C1 (stereo not given),3.3*
O=S(=O)(Cc1cccc(C(F)(F)F)c1)Cc1cccc(C(F)(F)F)c1,1.4
CCOC(=O)c1c(NC(=O)c2ccc3c(c2)OCO3)sc(C(=O)NC2CCCC2)c1C,-3.2
C=CCOC(=O)C1=C(C)NC2=C(C(=O)CC(C)(C)C2)C1c1ccccc1Cl (stereo not given),-0.86
O=C(O)c1ccc2[nH]cc(C(=O)O)c(=O)c2c1,0.58
Nc1ccc2nc(CCCc3nc4ccccc4s3)[nH]c2c1,-1.4
O=C1C(=O)N(c2nc3ccccc3s2)C(c2cccnc2)/C1=C(/O)c1ccc(Cl)cc1 (stereo not given),-0.26
COC(=O)c1c(NC(=O)CCC(=O)O)sc2c1CC(C)(C)OC2,0.59
N#Cc1ccc(CNC(=O)Nc2ccc(-c3ccccc3)s2)cc1,0.08
COC(=O)C1=NN(c2ccccc2OC)C2C(=O)N(c3ccc(Br)cc3)C(=O)C12 (stereo not given),-3.9
Cc1cn(C2OC(CO)C(O)C2O)c(=O)[nH]c1=O (stereo not given),0.69
c1ccc(Nc2ncnc3sc(-c4ccccc4)cc23)cc1,0.51
O=C(O)CSCC(=O)N1CCN(c2nc(-c3ccccc3)ns2)CC1,1.2
O=C(Nc1ccc(O)cc1)c1cc2n(n1)C(C(F)(F)F)CC(c1ccco1)N2 (stereo not given),1.2
O=c1c2ccccc2nnn1CSc1ncnc2sc3c(c12)CCCC3,-0.87
O=C(NC(=S)N1CCCCC1)c1csc([N+](=O)[O-])c1,2.1
CSC(=NCC1CC1)NC(C)(C)C,0.61
Clc1cc(Cl)c2nc(N3CCCC3)sc2c1,0.22
COc1ccc(-c2cc(C(F)(F)F)nc(SCC(=O)N3CCCC3)n2)cc1OC,-0.32
COc1ccc(-c2nc3n(n2)C(c2ccc(OC)c(OC)c2)C2=C(CCCC2=O)N3)cc1OC (stereo not given),-0.72

# Filtered by structure: the entries above with an NH in an aromatic ring
SMILES,Dicer processing
CC1(C)Cc2c(sc3[nH]c(=O)n(CC(=O)O)c(=O)c23)CO1,3.9*
O=C(Nc1c[nH]c(=O)[nH]c1=O)c1cccc(Br)c1,0.09
Cc1cc(C)c2c(=O)n(-c3ccccc3)[nH]c2n1,-1.5
Cc1ccc(-n2c(=O)[nH]c3c(cnn3-c3ccccc3)c2=O)cc1,27
Cc1ccc(C(=O)Oc2cccc3[nH]ccc23)cc1,-1
CCCCc1c(O)nc(SC)[nH]c1=O,-0.23
O=C(O)c1ccc2[nH]cc(C(=O)O)c(=O)c2c1,0.58
Nc1ccc2nc(CCCc3nc4ccccc4s3)[nH]c2c1,-1.4
Cc1cn(C2OC(CO)C(O)C2O)c(=O)[nH]c1=O (stereo not given),0.69

# Next section:
SMILES,Dicer processing
COc1cccc(NC2=C(C#N)C(=O)NC(c3cccc(OC)c3O)S2)c1 (stereo not given),0.01
NCCCNCCSP(=O)(O)O,0.15
N#Cc1c(-n2ncnc2-c2cccs2)sc2c1CCCCC2,-5.5
NC(=NC(=O)CCn1c(=O)oc2ccccc21)c1ccc(Cl)cc1,-0.2
CCOC(=O)c1cnc(Nc2ccc(C)c(Cl)c2)nc1C(F)(F)F,-0.3
CCOC(=O)CCCSc1n[nH]c(=S)s1,1.6
CCOC(=O)c1nn(-c2ccc(OC)cc2)c(=O)c2c(NC(C)=O)scc12,-1.5
O=C(CC1(O)C(=O)Nc2ccccc21)c1ccc2c(c1)OCO2 (stereo not given),0.62
COc1cc2c(cc1OC)C(c1ccc(Cl)cc1)NC(=O)C2 (stereo not given),1.7
CC(=O)N[C@@H](Cc1ccccc1)C(=O)NN,-1.1
C/C(N)=N/C(=S)Nc1ccc(Cl)cc1,1.9
COc1ccc(C2CC(=O)Nc3c2cc(Br)c2ccccc32)cc1OC (stereo not given),2.3
Cc1cc(C)nc(SC(=O)OC(C)(C)C)n1,-0.22
Cc1[nH][nH]c(=O)c1C(c1c(C)[nH][nH]c1=O)c1cn(Cc2ccccc2)c2ccccc12,-4.9
Cc1ccc(-c2noc(CNC3CCCCC3)n2)cc1,-2
COc1ccc(O)c(C2=NN3C(C2)c2ccccc2OC3c2cccs2)c1 (stereo not given),11*
Cc1nc(SCc2c(Cl)cccc2Cl)nc(OC(=S)N(C)C)c1C,-1.8
NC(=O)c1ncn([C@@H]2O[C@H](CO)[C@@H](O)[C@H]2O)c1O,0.37
NC(=O)c1sc(-c2ccccc2)cc1NS(=O)(=O)c1ccc(F)cc1,-0.57
CCOC(=O)c1nn(-c2ccc(C)cc2)c(=O)c2c(N)scc12,-1.4
O=C(Nc1ccccc1Sc1c(Cl)cncc1Cl)c1cccc(C(F)(F)F)c1,-1.2
c1ccc(CN2CCN(Cc3ccccn3)CC2)cc1,0.53
CC(C)(C)OC(=O)NC1CCN(Cc2c(F)cccc2Cl)CC1,-1.6
COc1ccc(N2C(=S)SC3CS(=O)(=O)CC32C)cc1 (stereo not given),-0.16
O=C(c1cc2nc(-c3ccco3)cc(C(F)(F)F)n2n1)N1CCc2ccccc2C1,-1.8
O=C(CCc1ccccc1)NNc1cc(Cl)cc(Cl)c1,-0.26
CC1=C(C(=O)OC2CCCC2)C(c2cccc(Br)c2)C2=C(CCCC2=O)N1 (stereo not given),-0.51
C/C(=N/OS(=O)(=O)c1ccccc1)c1nccs1,-2.6
CCOC(=O)C(NCc1ccco1)(NC(=O)c1ccco1)C(F)(F)F (stereo not given),0.9
Cc1ccc(-c2csc(N)n2)cc1C,-2.5
CC1(C)C(=O)OC(c2ccccc2F)C(C)(C)C1=O (stereo not given),0.16
COC(=O)c1c(NC(=O)c2c(OC)cccc2OC)sc2c1C(C(=O)OC)CC2 (stereo not given),-0.08
COc1ccc(-c2nc(-n3c(C)c4c(C)nnc(C)c4c3C)sc2C)cc1,1.6
CCCCc1c(O)nc(SCC(=O)N2CCCCC2)[nH]c1=O,1.9
Oc1[nH]c2ccccc2c1N=Nc1nc(-c2ccc(Br)cc2)cs1,4.8
N#Cc1cccc(Cn2cc(C(F)(F)F)ccc2=O)c1,-0.85
O=C(Nc1ccc(Br)cc1C(F)(F)F)C(F)(F)F,-1.1
Cn1c(SCc2ccc([N+](=O)[O-])cc2)nc2sc3c(c2c1=O)CCCC3,0.16
CCC(CO)Nc1nc2c(c(=O)n(C)c(=O)n2C)n1Cc1ccccc1 (stereo not given),0.37
Cn1c(/C=C/c2cn(Cc3ccccc3)c3ccccc23)nc2ccccc2c1=O,10
CC(C)CCNc1cc(=O)n(C)c(=O)n1C,1.8
CCOC(=O)c1cnc(Nc2nc3ccccc3o2)nc1CSc1ncccn1,1.4
Cc1c(/C=C/c2nc3ccccc3c(=O)n2C)c2ccccc2n1C,1.5
COc1ccc(C2Nc3ccccc3-c3cc(C)nn32)cc1O (stereo not given),3.6*
Cc1ccc(S(=O)(=O)c2nc(-c3cccs3)oc2N2CCCCC2)cc1,-0.02
Brc1ccc(-n2cccc2)nc1,-0.22
Cn1c(=O)c2c(nc(NCc3ccco3)n2Cc2ccccc2F)n(C)c1=O,2
N#C/C(=C\N1CCC(n2cccc2)CC1)C(=O)c1ccccc1,0.36
O=C(O)[C@@H](Cc1ccccc1)NC(=O)C(Cl)(Cl)Cl,0.15
COc1ccccc1OCc1nc2ccccc2n1Cc1ccccc1,-0.68
# Carrying on:
SMILES,Dicer processing
Cc1nn(-c2ccccc2)c2nc(N)c(C#N)c(-c3ccc(C(C)(C)C)cc3)c12,0.52
CCCCCOC(=O)Cn1nnc2sc3c(c2c1=O)CCC(C)C3 (stereo not given),3.5*
O=C(Nc1ccc(-c2nc3ccccc3s2)cc1)c1ccc([N+](=O)[O-])o1,1.6
CCOC(=O)c1[nH]c(=O)c2ccccc2c1O,-4.3
Cn1c(=O)n(Cc2ccccc2)c(=O)c2c1ncn2CCO,1.2
N#Cc1c(-n2ncnc2-c2ccccc2)sc2c1CCCC2,-2.9
CC(C)C(NC(=O)C(C)N(c1ccccc1)S(C)(=O)=O)C(C)C (stereo not given),0.59
Fc1ccc(CSc2nnnn2-c2ccc3c(c2)OCO3)c(Cl)c1,2.5

# An excerpt; rates above refer to the full screens.
